BRCA1 expr up – increases BRCA1 expression; Potency, µM (highest dose often 46.1 µM), for the others: at the highest dose activation, actives largely listed as activators; 380,000 tested, 1.1% active; AID 624202; MCF7-BRCA1-FFLuc reporter, luminescence, 48 h; response scale: scaled: vehicle 0%, 10 µM genistein 100%; further: potency means the concentration at half of the fitted maximal effect; nearly all actives have a fitted effect of over 80% in size; some results filed as inactive show a strong effect at the top dose
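MCF7 cells carrying a BRCA1-firefly luciferase reporter (2000 cells/well, phenol-red free MEM) were attached for 2 h at 37 °C, then given compounds for 48 h. Luminescence was read 15 min after luciferase reagent; activity normalized to genistein (10 microM) and DMSO.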
CXXC DNA block – blocks binding of human MLL CXXC domain to DNA; 290,000 tested, 0.037% active; Potency, µM (doses to about 115 µM), inactives show at the highest dose activity change, negative = inhibition, usual class: inhibitors; AID 2662; MLL-CXXC / FITC-HOXA9 DNA fluorescence polarization; Q03164; active means well fitted inhibition curve with a large enough effect in the polarisation, with a control signal flat, not every such curve was filed as active; inconclusive means small, poorly fitted or top-dose-only effect, or effect the other way, or a change in a side signal; inactive means no such curve, though single readings can be large or run the other way; the % refers to the polarisation; further: potency means the concentration at half of the fitted maximal effect
Target sequence (Q03164 whole entry, looked up, the tested form may be a part): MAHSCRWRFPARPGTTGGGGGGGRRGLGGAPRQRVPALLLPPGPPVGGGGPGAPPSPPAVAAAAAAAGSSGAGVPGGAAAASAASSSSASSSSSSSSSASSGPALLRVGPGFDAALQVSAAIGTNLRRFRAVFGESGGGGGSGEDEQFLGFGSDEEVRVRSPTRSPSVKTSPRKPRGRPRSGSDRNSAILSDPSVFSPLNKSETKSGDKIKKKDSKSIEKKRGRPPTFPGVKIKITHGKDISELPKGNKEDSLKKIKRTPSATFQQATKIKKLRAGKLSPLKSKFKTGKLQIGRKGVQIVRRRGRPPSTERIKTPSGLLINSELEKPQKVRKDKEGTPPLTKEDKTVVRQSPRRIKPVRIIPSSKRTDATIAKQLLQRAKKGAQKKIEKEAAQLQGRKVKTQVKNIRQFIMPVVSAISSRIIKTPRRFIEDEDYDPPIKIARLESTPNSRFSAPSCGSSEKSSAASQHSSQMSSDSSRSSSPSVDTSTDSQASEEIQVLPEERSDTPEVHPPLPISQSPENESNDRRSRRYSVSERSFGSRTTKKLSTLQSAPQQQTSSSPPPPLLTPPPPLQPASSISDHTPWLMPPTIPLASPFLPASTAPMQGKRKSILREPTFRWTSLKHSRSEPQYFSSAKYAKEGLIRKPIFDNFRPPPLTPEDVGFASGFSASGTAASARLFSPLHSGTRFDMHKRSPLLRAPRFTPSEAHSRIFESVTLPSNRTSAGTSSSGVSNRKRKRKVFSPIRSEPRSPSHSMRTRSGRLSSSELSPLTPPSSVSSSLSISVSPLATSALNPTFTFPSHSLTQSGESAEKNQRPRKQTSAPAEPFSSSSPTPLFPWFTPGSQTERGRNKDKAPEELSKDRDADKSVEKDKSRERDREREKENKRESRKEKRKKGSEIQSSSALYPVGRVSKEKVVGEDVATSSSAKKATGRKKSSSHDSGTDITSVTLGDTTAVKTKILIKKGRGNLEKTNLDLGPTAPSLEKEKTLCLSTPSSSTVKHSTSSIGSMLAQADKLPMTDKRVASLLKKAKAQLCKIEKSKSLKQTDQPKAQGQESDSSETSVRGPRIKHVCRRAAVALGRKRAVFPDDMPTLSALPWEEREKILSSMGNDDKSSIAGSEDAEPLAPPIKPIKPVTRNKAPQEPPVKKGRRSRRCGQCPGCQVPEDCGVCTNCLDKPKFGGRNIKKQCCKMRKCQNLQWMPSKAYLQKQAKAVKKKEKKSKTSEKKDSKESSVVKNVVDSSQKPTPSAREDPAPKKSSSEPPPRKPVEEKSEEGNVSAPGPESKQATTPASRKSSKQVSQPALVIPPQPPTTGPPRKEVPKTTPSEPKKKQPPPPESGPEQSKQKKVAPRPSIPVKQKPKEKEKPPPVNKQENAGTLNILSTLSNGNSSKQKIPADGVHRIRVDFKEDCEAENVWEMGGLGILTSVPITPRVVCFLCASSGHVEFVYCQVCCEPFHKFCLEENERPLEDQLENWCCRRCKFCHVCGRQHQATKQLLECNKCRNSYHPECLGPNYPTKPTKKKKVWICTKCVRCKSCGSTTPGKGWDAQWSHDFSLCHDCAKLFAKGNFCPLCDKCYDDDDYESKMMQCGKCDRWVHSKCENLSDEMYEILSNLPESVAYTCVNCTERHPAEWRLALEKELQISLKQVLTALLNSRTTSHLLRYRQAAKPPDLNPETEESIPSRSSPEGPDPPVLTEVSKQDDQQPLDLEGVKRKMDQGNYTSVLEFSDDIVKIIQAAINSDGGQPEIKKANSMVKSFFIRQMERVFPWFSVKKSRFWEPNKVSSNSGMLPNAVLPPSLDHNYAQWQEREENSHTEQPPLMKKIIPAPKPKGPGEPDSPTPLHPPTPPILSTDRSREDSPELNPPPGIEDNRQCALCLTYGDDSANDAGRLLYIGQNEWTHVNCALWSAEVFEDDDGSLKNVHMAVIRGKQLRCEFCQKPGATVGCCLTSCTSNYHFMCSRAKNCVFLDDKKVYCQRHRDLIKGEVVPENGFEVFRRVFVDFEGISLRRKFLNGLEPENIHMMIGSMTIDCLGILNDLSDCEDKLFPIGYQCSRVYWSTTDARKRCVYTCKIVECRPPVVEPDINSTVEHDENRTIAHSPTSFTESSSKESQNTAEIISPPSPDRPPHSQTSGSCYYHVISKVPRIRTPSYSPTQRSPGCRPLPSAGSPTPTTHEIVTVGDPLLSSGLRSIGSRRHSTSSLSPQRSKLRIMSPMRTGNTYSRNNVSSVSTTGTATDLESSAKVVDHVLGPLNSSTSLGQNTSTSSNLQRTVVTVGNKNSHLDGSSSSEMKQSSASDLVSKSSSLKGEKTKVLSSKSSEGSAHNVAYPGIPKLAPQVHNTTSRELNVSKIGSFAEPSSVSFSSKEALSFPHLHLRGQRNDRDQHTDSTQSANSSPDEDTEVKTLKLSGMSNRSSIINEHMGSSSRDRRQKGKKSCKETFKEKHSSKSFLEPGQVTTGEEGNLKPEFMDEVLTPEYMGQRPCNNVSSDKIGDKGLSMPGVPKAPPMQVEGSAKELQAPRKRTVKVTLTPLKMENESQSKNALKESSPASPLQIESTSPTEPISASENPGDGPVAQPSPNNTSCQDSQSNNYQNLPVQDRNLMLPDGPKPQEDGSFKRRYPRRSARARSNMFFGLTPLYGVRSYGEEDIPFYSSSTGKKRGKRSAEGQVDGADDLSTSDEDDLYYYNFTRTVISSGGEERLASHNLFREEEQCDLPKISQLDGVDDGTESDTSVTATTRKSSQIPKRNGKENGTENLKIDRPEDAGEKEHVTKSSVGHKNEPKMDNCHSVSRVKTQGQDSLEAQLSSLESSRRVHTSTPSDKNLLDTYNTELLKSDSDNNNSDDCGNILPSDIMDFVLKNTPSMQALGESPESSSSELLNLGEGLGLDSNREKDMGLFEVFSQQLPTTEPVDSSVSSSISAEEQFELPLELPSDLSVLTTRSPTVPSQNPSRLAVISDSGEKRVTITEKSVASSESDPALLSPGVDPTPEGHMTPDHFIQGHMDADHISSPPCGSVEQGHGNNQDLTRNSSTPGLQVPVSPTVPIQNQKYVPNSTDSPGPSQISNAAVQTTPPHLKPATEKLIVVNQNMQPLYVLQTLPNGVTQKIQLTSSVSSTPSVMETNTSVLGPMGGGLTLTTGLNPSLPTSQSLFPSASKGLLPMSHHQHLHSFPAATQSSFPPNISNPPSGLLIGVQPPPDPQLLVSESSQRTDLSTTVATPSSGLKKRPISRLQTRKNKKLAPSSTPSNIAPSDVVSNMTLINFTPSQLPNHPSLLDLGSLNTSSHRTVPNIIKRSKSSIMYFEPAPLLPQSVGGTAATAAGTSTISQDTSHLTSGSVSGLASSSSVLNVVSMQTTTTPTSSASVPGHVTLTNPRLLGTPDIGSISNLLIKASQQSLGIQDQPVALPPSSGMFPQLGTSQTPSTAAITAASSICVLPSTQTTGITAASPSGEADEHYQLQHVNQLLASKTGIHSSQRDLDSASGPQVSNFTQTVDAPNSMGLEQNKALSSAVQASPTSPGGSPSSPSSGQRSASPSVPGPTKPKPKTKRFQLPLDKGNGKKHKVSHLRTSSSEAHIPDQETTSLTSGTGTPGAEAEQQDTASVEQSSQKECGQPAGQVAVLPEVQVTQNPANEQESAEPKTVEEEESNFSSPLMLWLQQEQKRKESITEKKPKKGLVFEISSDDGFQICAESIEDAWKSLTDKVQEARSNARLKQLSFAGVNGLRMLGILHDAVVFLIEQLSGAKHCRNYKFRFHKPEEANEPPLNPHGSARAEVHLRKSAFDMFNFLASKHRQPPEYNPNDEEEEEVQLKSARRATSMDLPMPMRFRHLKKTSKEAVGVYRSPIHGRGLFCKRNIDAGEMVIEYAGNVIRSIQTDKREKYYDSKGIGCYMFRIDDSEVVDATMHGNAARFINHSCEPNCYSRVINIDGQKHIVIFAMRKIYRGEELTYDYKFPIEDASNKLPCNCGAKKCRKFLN
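Fluorescence polarization: 7 uM MLL-CXXC (stock) preincubated 5 min with compounds, then 50 nM fluorescein-HOX-A9 DNA (stock) added; 30 min ambient. Buffer 50 mM Tris-HCl pH 7.5, 50 mM NaCl, 1 mM DTT, 0.05% BSA.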
ELG1 DNA repair – blocks ELG1-dependent DNA repair in HEK293T cells; HEK293T ELG1-luciferase reporter, luminescence, 16 h; DNA damage induced by 5-fluorouridine; Potency, µM (titrated, usually from 46.1 µM), inactives show top-dose activity change, negative = inhibition, actives largely listed as inhibitors; 330,000 tested, 2.3% active; further: potency means the concentration at half of the fitted maximal effect; on the % scale 0 is the no-effect control and ±100 the full control effect; nearly all actives have a fitted effect of over 55% in size
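Luminescence from the luciferase reporter, measured 30 min after ONE-Glo reagent at room temperature, was the read-out. Beforehand, 2,000 cells per well were exposed for 16 hr at 37 °C to 5-fluorouridine together with compound or vehicle.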
p53 reactivation – mutant p53 re-activation in reporter cells; Potency, µM (highest dose often 92.2 µM), for the others: top-dose activity change, positive = activation, most hits filed as activators; H1299 p53-A138V BP100-luciferase reporter, luminescence, 24 h; AID 504706; 320,000 tested, 0.063% active; further: potency means the concentration at half of the fitted maximal effect; % of control where 0% means no effect; nearly all actives have a fitted effect of over 45% in size
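H1299 (p53-null), stable ts p53-A138V + BP100-Luc; 1000 cells/well, Opti-MEM/10% FBS; cpd 4 pt, 1:5; 24 h, 37 deg C, 5% CO2; detection reagent 10 min RT; luminescence.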
a7 integrin act – activators of alpha7 integrin expression for muscular dystrophy; Potency, µM (top dose mostly 38.3 µM), for inactives: top-dose activation, usual class: activators; 350,000 tested, 0.064% active; AID 624291; alpha7betagal myoblasts, beta-gal FDG fluorescence, 48 h;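 further: potency means the concentration at half of the fitted maximal effect; 100% = response of the positive control SU9516; nearly all actives have a fitted effect of over 60% in size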
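alpha7betagal+/- myoblasts (passage 13, 250/well) treated 48 h at 37C with compounds at 1:260 dilution of DMSO stock. Lysed, then beta-galactosidase activity read as FDG fluorescence (ex 480/em 540) after 30 min, with pre-read for autofluorescence.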
TRPV1 agonist – human TRPV1 agonism; Q8NER1; TRPV1-expressing cells, Fluo-8 calcium influx, agonist mode; activation, % at 8.33 µM; 320,000 tested, 0.19% active; in the data active means activation above about 80%; inconclusive means between about 30% and that limit; further: 0% is about no effect
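Fluo-8 calcium influx in TRPV1-expressing cells, kinetic read (ex 480/em 520 nm). Compound added and read 3 min for agonist activity, followed by capsaicin at EC20 final and 2 min further read for enhancement.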
PTAP TSG101 blk – blocks PTAP/TSG101 interaction to inhibit HIV-1 budding | Q99816 | Fluorescence polarization, FITC-PTAP peptide / Tsg101 binding | 340,000 tested, under 10 active | Potency, µM (series often up to 115 µM), for the others: top-dose activity change, negative = inhibition, most hits filed as inhibitors | AID 493005; active means well fitted inhibition curve with a large enough effect in the main read-out, with a control signal flat, not every such curve was filed as active; inconclusive means small, poorly fitted or top-dose-only effect, or effect the other way, or a change in a side signal; inactive means no such curve, though single readings can be large or run the other way; further: potency means the concentration at half of the fitted maximal effect; % of control where 0% means no effect
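Steps: Tsg101 binding domain dispensed (10 uM final), compounds pinned in DMSO, FITC-labeled PTAP-motif peptide added (50 nM final); after 20 min binding at room temperature, polarization measured.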
B2AR arrestin – recruits beta-arrestin to the human beta2-adrenergic receptor; P07550; Potency, µM (titrated, usually from 46.1 µM), for inactives: top-dose activation, actives largely listed as activators; AID 492947; beta-arrestin recruitment to beta2AR, cell-based reporter; 330,000 tested, 0.02% active;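 further: potency means the concentration at half of the fitted maximal effect; 0% = DMSO controls and full agonism = EC100 isoproterenol or metaproterenol; nearly all actives have a fitted effect of over 65% in size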
TCR act – activators of T cell receptors. primary human leukocytes, anti-CD3, IL-2 HTRF, 48 h. Potency, µM (titrated, usually from 9.22 µM), for the others: top-dose activation of IL-2 secretion, actives largely listed as activators. 330,000 tested, under 10 active. AID 504894; further: % of control where 0% means no effect
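Compounds are tested in HTS on primary human leukocytes co-incubated with a-CD3 beads for 48 hr. IL-2 output is measured by time-resolved FRET.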
AT treatment – potential ataxia-telangiectasia treatment; […] A-T fibroblasts, KAP-1 phosphorylation AlphaLISA; neocarzinostatin DNA damage 30 min before lysis; Potency, µM (titrated, usually from 57.5 µM), for inactives: at the highest dose activation, actives largely listed as activators; 320,000 tested, 0.19% active; AID 485349; further: potency means the concentration at half of the fitted maximal effect; % of control where 0% means no effect; nearly all actives have a fitted effect of over 45% in size
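ATM-like activity read as KAP-1 phosphorylation via AlphaLISA donor/acceptor antibody pairs after lysis and 6 hr at 25C. Cells were ATM-null patient fibroblasts ([…], hTERT), dosed 60 min, then exposed to the DSB inducer NCS for 30 min.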
The depositor's hits bear a star; ? = inconclusive; . = not tested or not shown; [ ] = remark or other dose. Unless noted, the call rests on the fitted dose curve; in most records, active means well fitted curve in the direction sought with a large enough effect; inconclusive means small, poorly fitted or top-dose-only effect, or another doubt; inactive means no such curve, though single readings can be large; an effect the other way counts as inactive or inconclusive.

SMILES	BRCA1 expr up	CXXC DNA block	ELG1 DNA repair	p53 reactivation	a7 integrin act	TRPV1 agonist	PTAP TSG101 blk	B2AR arrestin	TCR act	AT treatment
O=C(NNC(=S)NC(=O)c1ccccc1[N+](=O)[O-])c1ccc(Cl)cc1Cl	-14%	-1%	-27%	-8%	-13%	0	-1%	0.1%	-4%	-7%
Cc1cc2c(cc1S(=O)(=O)N1CCN(c3cccc(C)c3C)CC1)OCC(=O)N2	-23%	.	?	7%	4%	9	-2%	0.2%	-6%	-18%
NS(=O)(=O)c1ccc(CCNC(=O)c2coc3ccccc3c2=O)cc1	0%	15%	2%	8%	-16%	4	0%	-0.9%	0%	1%
COc1ccc(/C=N\NC(=O)c2ccccc2Br)cc1COc1ccc(F)cc1	-47%	32%[activator]	7%	-4%	-8%	-3	-2%	0.4%	-3%	-11%
Cc1cc(-c2cc(C)c(N)cc2C)c(C)cc1N	-43%	.	.	.	?	.	-6%	.	-7%	.
COc1ccccc1NC(=O)C(C)OC(=O)C1COc2ccccc2O1 (stereo not given)	-5%	.	0%	-6%	-18%	6	0%	-0.1%	-7%	-2%
Cc1ccccc1NC(=O)NCc1ccco1	-9%	-8%	?	-2%	-3%	-4	3%	-0.5%	2%	-4%
CC(C)n1c(Sc2nccn2C)nc2c1c(=O)n(C)c(=O)n2C	6%	-3%	0%	-1%	?	-6	-3%	-0.4%	4%	0%
CCOC(=O)c1[nH]c2ccc(OC)cc2c1NC(C)=O	1%	-5%	-4%	4%	3%	.	1%	-1.0%	2%	19%
Cc1ccc(C)c2c1[nH]c1ccc([N+](=O)[O-])cc12	15%	5%	-14%	-3%	-11%	-2	-1%	0.0%	-8%	8%
C=CCn1c(COc2ccc(Cl)cc2)nnc1SCC(=O)N1CC(=O)Nc2ccccc21	5%[1.84 µM]	2%	-27%	4%	25%	-10	-3%	-0.3%	-1%	-6%
O=C(Nc1cc([N+](=O)[O-])ccc1F)c1ccc2c(c1)OCCO2	18%	10%	?	3%	-3%	15	-1%	0.0%	7%	1%
Cc1ccccc1-c1c(C)oc2cc(O)ccc2c1=O	-1%	-8%	-26%	8%	19%	-3	-5%	0.0%	0%	3%
C[C@@H]1CCC[C@]2(O[C@@H](CCO)C[C@@H](O)[C@@H]2O)O1	29%	.	.	.	-13%	.	1%	.	1%	.
CCN1CCN(C(=O)c2cc3c(s2)-c2ccccc2S(=O)(=O)C3)CC1	-6%	-3%	16%	4%	10%	-2	-1%	0.3%	-1%	6%
O=C(CSc1nc2ccccc2c2nc3ccccc3n12)NCc1ccco1	-4%	0%	3%	9%	0%	19	-1%	0.1%	-8%	-7%
Cc1ccc(S(=O)(=O)N2CCOCC2)cc1NC(=O)COC(=O)CCC(=O)c1cccs1	-7%	-2%	?	5%	-33%	11	-2%	-1.2%	5%	-16%
COc1ccc(Nc2nc(C(F)(F)F)nc(C)c2C#N)cc1	-53%	18%	11%	-16%	-13%	2	-1%	-0.5%	0%[46.1 µM]	0%
N#CC(OC(=O)c1ccccc1)c1cccc([N+](=O)[O-])c1 (stereo not given)	11%	.	.	.	5%	.	-3%	.	-5%	.
O=C(Nc1cccc2cccnc12)c1ccc2c(c1)OCCO2	0%	-11%	?	7%	1%	?	-9%	-0.8%	0%	-2%
Cc1cccc(N2CCN(c3nc4ccccc4n4cnnc34)CC2)c1C	-21%	1%	13%	12%	-12%	.	1%	0.1%	14%	12%
COc1ccc(NC(=O)CSc2nnnn2-c2ccccc2F)cc1	0%	29%	14%	.	19%	11	-6%	0.3%	2%	-3%
Cc1nc(SCCO)c2oc3ccccc3c2n1	11%	-11%	9%	12%	1%	0	-4%	-0.5%	-5%	-18%
COc1ccccc1CNC(=O)C1CC2Cn3c(nc4cc(C)c(C)cc43)C2N1C (stereo not given)	13%	.	10%	-11%	13%	6	-4%	0.0%	-6%	6%
O=[N+]([O-])c1cccc(-c2nnc3n2CCCCC3)c1	-7%	38%[activator]	2%	-7%	22%	-1	-10%	-0.4%	9%	-2%

Complete entries, quoted from the list. Screens in order: BRCA1 expr up | CXXC DNA block | ELG1 DNA repair | p53 reactivation | a7 integrin act | TRPV1 agonist | PTAP TSG101 blk | B2AR arrestin | TCR act | AT treatment
`Cc1ccc(C)c2c1[nH]c1ccc([N+](=O)[O-])cc12` as listed: 15% | 5% | -14% | -3% | -11% | -2 | -1% | 0.0% | -8% | 8%
`Cc1ccccc1-c1c(C)oc2cc(O)ccc2c1=O` as listed: -1% | -8% | -26% | 8% | 19% | -3 | -5% | 0.0% | 0% | 3%

The list continues:
SMILES	BRCA1 expr up	CXXC DNA block	ELG1 DNA repair	p53 reactivation	a7 integrin act	TRPV1 agonist	PTAP TSG101 blk	B2AR arrestin	TCR act	AT treatment
Cc1ccc(S(=O)(=O)N2CCC(C(=O)NCCc3ccc(S(N)(=O)=O)cc3)CC2)cc1	1%	4%	-4%	-3%	8%	-1	-2%	-0.5%	-1%	.
Cc1nn(CC(=O)N2CCCc3ccccc32)c(C)c1[N+](=O)[O-]	-23%	-12%	?	3%	?	1	-4%	0.0%	-5%	-2%
c1ccc(-c2nc3ccccc3[nH]2)nc1	?	14%	?	?	5%	6	-6%	0.1%	-4%	4%
CC(=O)c1c(N2CCCCC2)nc(=O)n(-c2ccccc2)c1C	-28%	4%	?	-2%	-2%	1	-2%	-0.4%	3%	-6%
COc1ccccc1C(CNC(=S)NCc1ccccc1)N1CCCC1 (stereo not given)	-2%	4%	-7%	6%	19%	0	-6%	0.2%	-3%	1%
OC(COCC1CC=CCC1)Cn1cnc2ccccc21 (stereo not given)	4%	-12%	1%	1%	-18%	-2	2%	0.4%	-9%	.
Cc1nn(CC(=O)NCCc2ccccc2)c(=O)c2ccccc12	-12%	9%	-3%	-5%	-10%	0	-3%	0.2%	-1%	4%
CC(CNC(=O)C(=O)NC(C)CCc1ccccc1)Cc1ccccc1 (stereo not given)	6%	0%	11%	-2%	-5%	0	-4%	0.2%	.	1%
C/C(CCC(C)C)=N\NS(=O)(=O)c1ccc(C)c([N+](=O)[O-])c1	-12%	2%	25%	-2%	-5%	3	1%	-1.0%	2%	14%
COc1cccc(-c2nnc3n2N=C(c2cccc(Br)c2)CS3)c1	-3%	2%	?	-7%	12%	26	-3%	-0.9%	-5%	.
CCOC(=O)c1ccc2c(c1)n(CC)c(C)[n+]2CC	-1%	5%	?	0%	13%	2	-1%	-0.3%	-6%	5%
COC(=O)c1cn(NC(=O)Cn2nc([N+](=O)[O-])c(Br)c2C)c(=O)c2ccccc12	-10%	9%	6%	5%	-29%	0	-4%	0.0%	-8%	-16%
CC1(C)Oc2ccc3ccc(=O)oc3c2C[C@H]1O	-14%	3%	17%	-1%	0%	1	-2%	-0.6%	0%	-23%
CCCC(=O)NC(c1cccs1)c1cc([N+](=O)[O-])c2cccnc2c1O (stereo not given)	-86%	8%	-17%	?	-7%	2	-4%	-0.2%	-1%[46.1 µM]	-8%
CCc1ccc(/C=C2\CN(CC)Cc3c2nc2ccccc2c3C(=O)O)cc1	-2%	-5%	?	1%	-6%	0	-12%	0.1%	-5%	8%
COC(=O)c1ccc(COC(=O)c2cnccn2)cc1	-8%	1%	-11%	2%	14%	0	-3%	2.8%	3%	3%
COc1ccc(CCNC(=O)c2cccc(S(=O)(=O)N3CCCCCC3)c2)cc1	-10%	.	?	-3%	?	7	-1%	0.1%	-2%	8%
O=C(CC(C(=O)N1CCc2ccccc21)n1ccnc1)NCc1ccccc1 (stereo not given)	-2%	11%	-7%	-5%	4%	-4	-8%	-0.2%	-5%	2%
Cc1ccc(/C=N/NC(=O)c2nnn(-c3nonc3N)c2CN(C)C)o1	-5%	-5%	9%	-9%	?	0	0%	0.4%	-25%	-8%
Cn1nc(-c2ccc(Cl)cc2)c2cc(C(=O)N3CCN(c4ccccc4)CC3)sc21	-65%	1%	?	-2%	-2%	.	-6%	0.0%	3%	9%
COc1ccc(OCC(=O)Nc2ccc(S(=O)(=O)N(C)c3ccccc3)cc2)cc1	-19%	12%	1%	.	-7%	9	-2%	0.1%	-17%	-7%
O=C(c1ccccc1)N(Nc1ccccc1)c1ccccc1	2%	-3%	-9%	-5%	0%	-8	-4%	0.0%	6%	4%
Cc1ccc(S(=O)(=O)N2CCC(c3nnc(SCCN4CCCC4)n3C)CC2)cc1	-3%	-3%	-2%	-3%	4%	0	0%	-0.3%	-11%	3%
CCCn1c(SCC(=O)N2c3ccccc3Sc3ccccc32)nc2c1c(=O)n(C)c(=O)n2C	11%	3%	?	-1%	-11%	2	-3%	0.1%	6%	5%
NC(=O)Cn1c(O)c(N=NC(=O)CNC(=O)/C=C/c2ccccc2)c2ccccc21	-10%	10%	1%	-3%	2%	0	0%	-1.8%	3%	4%
O=C(CSc1nnc(Cc2cccs2)n1Cc1ccco1)Nc1ccc(Br)cc1	-10%	-2%	?	-7%	17%	1	0%	0.0%	-1%	-2%
COC(=O)c1c(C)[nH]c(-c2csc(N)n2)c1C	-31%	2%	-1%	10%	-2%	0	-3%	4.0%	2%	-13%

Source: PubChem (National Center for Advancing Translational Sciences (NCATS))
